S-ASM inh: inhibitors of human secretory acid sphingomyelinase; placental ASM, HMU-PC fluorogenic substrate, 60 min; Potency, µM (top dose mostly 57.5 µM), for inactives: at the top dose activity change, negative = inhibition, most hits filed as inhibitors; P17405; 340,000 compounds, 0.006% hits; AID 504937; note: potency is the fitted concentration of half-maximal effect
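HMU-PC0 cleavage (9 uM final) by human placental ASM, 60 min at 37 °C following 10 min compound exposure at RT; stopped at pH 10, fluorescence Ex 386/Em 447 nm.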
Eya2 phos inh: blocks the phosphatase activity of human Eya2 | recombinant Eya2, OMFP fluorescence dephosphorylation (OMFP is methylfluorescein phosphate) | Potency, µM (series often up to 76.9 µM), for inactives: at the highest dose activity, negative = inhibition, usual class: inhibitors | 330,000 compounds, 0.006% hits; note: potency is the fitted concentration of half-maximal effect; % is set by controls: 0 for no effect and ±100 for the full control effect
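Eya2 (0.2 uM) preincubated 10 min at ambient with compound, then OMFP substrate added at 50 uM; 10 min reaction in 50 mM HEPES pH 7.5, 50 mM NaCl, 5 uM MgCl2, 0.05% BSA, 1 mM DTT. Fluorescence read at Ex 485/Em 525 nm.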
KCNH2 WT inh: blocks the wildtype human KCNH2 potassium channel. U2OS, BacMam KCNH2, thallium flux FluxOr; active compounds read low. activity change, % at 1.84 µM. 340,000 compounds, 0.37% hits. AID 720551;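 active = maximum activity change below -70%; inconclusive = maximum activity change between -70% and -50%; inactive = maximum activity change above -50%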; note: % is set by controls: 0 for no effect and ±100 for the full control effect
Target sequence (Q12809 whole entry, looked up): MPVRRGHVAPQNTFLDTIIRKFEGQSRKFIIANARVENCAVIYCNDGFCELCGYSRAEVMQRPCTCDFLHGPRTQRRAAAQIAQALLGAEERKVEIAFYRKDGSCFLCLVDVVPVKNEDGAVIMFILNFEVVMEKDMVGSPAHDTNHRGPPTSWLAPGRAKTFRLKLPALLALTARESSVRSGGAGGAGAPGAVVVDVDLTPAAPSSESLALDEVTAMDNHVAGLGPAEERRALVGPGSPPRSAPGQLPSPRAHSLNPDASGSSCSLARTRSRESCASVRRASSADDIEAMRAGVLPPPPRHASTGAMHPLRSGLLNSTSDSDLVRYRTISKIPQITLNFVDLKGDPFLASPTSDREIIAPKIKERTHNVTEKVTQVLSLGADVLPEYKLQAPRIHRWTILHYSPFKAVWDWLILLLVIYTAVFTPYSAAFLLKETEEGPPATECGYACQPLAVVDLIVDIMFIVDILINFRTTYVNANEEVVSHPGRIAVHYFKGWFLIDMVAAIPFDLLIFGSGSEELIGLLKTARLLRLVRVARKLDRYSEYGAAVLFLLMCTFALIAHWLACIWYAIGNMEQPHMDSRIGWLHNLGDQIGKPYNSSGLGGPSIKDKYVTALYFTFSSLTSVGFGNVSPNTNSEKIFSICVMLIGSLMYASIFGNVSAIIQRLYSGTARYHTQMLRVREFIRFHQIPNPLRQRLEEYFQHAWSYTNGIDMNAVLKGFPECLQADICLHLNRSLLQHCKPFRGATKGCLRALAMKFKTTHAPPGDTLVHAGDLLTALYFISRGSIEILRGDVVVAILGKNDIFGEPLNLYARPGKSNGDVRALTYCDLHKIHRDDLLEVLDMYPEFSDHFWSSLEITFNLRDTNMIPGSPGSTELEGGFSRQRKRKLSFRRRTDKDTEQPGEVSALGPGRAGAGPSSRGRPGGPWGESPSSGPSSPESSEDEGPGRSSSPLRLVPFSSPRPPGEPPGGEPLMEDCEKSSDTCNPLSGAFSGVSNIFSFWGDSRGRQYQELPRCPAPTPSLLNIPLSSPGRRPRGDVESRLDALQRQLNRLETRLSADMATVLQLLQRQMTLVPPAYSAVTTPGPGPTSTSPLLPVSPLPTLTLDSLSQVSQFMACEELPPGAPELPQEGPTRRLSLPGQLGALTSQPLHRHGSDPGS
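U2OS cells were transduced with wild-type KCNH2 virus (2.03 x 10^8 / mL) for 4 h at room temperature, then cultured overnight at 37 C. Thallium flux was read with FluxOr dye. Rate constants were normalized to DMSO controls.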
USP2a inh: blocks human ubiquitin-specific protease USP2a; 330,000 compounds, 0.01% hits; O75604; USP2 core, Ub-CHOP2 coupled fluorogenic reporter, 485/531; Potency, µM (titrated, usually from 38.3 µM), for the others: at the top dose activity change, negative = inhibition, actives largely listed as inhibitors;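 note: potency is the fitted concentration of half-maximal effect; plate controls were DMSO wells for no effect and full inhibition by NEM control for full effect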
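USP2 core (10nM final) preincubated 30min RT with compound in 20mM Tris-HCl pH 8.0, 2mM CaCl2, 2mM beta-mercaptoethanol, 0.05% CHAPS; 25nM Ub-CHOP2 plus 25nM reporter substrate added, fluorescence (Ex485/Em531) read after 60min.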
BCR signal inh: chronic active BCR signaling inhibition; AID 493014; ABC-DLBCL IkBa-CBG/CBR reporter, luminescence ratio, 4 h; 340,000 compounds, 0.05% hits; Potency, µM (highest dose often 46.1 µM), for inactives: at the top dose ratio change, negative = lower green/red ratio, usual class: inhibitors; active = well fitted inhibition curve with a large enough effect in the signal ratio, with a control signal flat, not every such curve was filed as active; inconclusive = small, poorly fitted or top-dose-only effect, or effect the other way, or a change in a side signal; the % refers to the signal ratio;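 note: potency is the fitted concentration of half-maximal effect; plate controls were basal doxycycline-induced cells for no effect and cells given 10 µM MG132 for full effect; MG132 reads +100%, hits lower the ratio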
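TMD8 ABC-DLBCL cells carrying doxycycline-inducible green luciferase fused to IkappaBalpha plus unfused red luciferase were exposed to compounds (up to 46 uM) for 4 hrs at 37C. Activity came from the overlap-corrected green/red luminescence ratio.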
Mito fusion yeast: mitochondrial division inhibition or fusion activation; AID 485298; Potency, µM (series often up to 46.1 µM), for the others: top-dose growth rescue (activation), hits mostly activators; S. cerevisiae fusion-defective mutant growth rescue, CellTiterGlo 48 h; 320,000 compounds, 0.23% hits;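 note: potency is the fitted concentration of half-maximal effect; % of control where 0% means no effect; nearly all actives have a fitted effect of over 45% in size; temperature-sensitive fusion mutants such as fzo1-1 at 37 °C on non-fermentable ethanol glycerol medium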
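S. cerevisiae fusion-defective temperature-sensitive mutants (e.g. fzo1-1, mgm1-5) grown 48 h at 37C in YPEG (ethanol/glycerol non-fermentable) medium with 23 nl compound per well; growth rescue read as CellTiterGlo luminescence.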
TSHR antag: human thyrotropin receptor antagonism; 330,000 compounds, 0.2% hits; TSHR-expressing cells, TSH-stimulated cAMP HTRF, 2 h; active compounds read low; activity change, negative = inhibition, % at 11.5 µM;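 active = activity change below a set negative limit, meaning inhibition stronger than a set level, cut at about -70% in these data; inconclusive = activity change between two set negative limits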; note: % is set by controls: 0 for no effect and ±100 for the full control effect
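Inhibition of cAMP made by TSHR-expressing cells under TSH stimulation (4nM final, EC80; 2 h, 37 deg C) is quantified with a one-step lysis HTRF kit, anti-cAMP cryptate versus cAMP-d2.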
PKM2 activator: PKM2 (human) enzyme activation; AID 1631; Potency, µM (top dose mostly 57.5 µM), inactives show top-dose activation, most hits filed as activators; purified PKM2, Kinase-Glo ATP luminescence, activation; response scale: 0% is enzyme alone, no compound; 260,000 compounds, 0.34% hits; P14618; note: potency is the fitted concentration of half-maximal effect; % is set by controls: 0 for no effect and ±100 for the full control effect; nearly all actives have a fitted effect of over 55% in size
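hPK-M2, >95% pure; 0.1 mM ADP / 0.5 mM PEP final; imidazole pH7.2 buffer w/ 7 mM MgCl2, 50 mM KCl; 1 h RT; Kinase-Glo lum. Intermediate enzyme activity for dual inhibitor/activator qHTS.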
GALK inh: blocks human galactokinase activity. Purified GALK, Kinase-Glo residual ATP luminescence. Potency, µM (series often up to 57.5 µM), for the others: at the highest dose activity change, negative = inhibition, most hits filed as inhibitors. P51570. 270,000 compounds, 0.007% hits; note: potency is the fitted concentration of half-maximal effect; % is set by controls: 0 for no effect and ±100 for the full control effect
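ATP-depletion format; final 35 uM ATP, 100 uM D-galactose, 5 nM enzyme; pH 8.0 HEPES/Mg2+ buffer; 60 min RT; luminescence read 10 min after detection reagent.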
Menin-MLL TR inh: menin-MLL binding inhibition, Texas Red mutant peptide. Menin + Texas Red MLL mutant peptide, fluorescence polarization. 270,000 compounds, 0.23% hits. Potency, µM (doses to about 61.6 µM), for the others: at the top dose FP activity change, negative = inhibition, actives largely listed as inhibitors. O00255; active = well fitted inhibition curve with a large enough effect in the polarisation, with a control signal flat, not every such curve was filed as active; inconclusive = small, poorly fitted or top-dose-only effect, or effect the other way, or a change in a side signal; inactive = no such curve, though single readings can be large or run the other way; the % refers to the polarisation; note: potency is the fitted concentration of half-maximal effect; % of control where 0% means no effect; many of its hits are not listed in these tables
MBNL1 CUG block: blocks human MBNL1 binding to CUG repeat RNA. 280,000 compounds, 0.036% hits. Potency, µM (doses to about 57.5 µM), without a hit: at the highest dose activity change, negative = inhibition, most hits filed as inhibitors. TR-FRET MBNL1-His/biotin-(CUG)12 binding, 665/545 ratio; active = well fitted inhibition curve with a large enough effect in the signal ratio, with a control signal flat, not every such curve was filed as active; inconclusive = small, poorly fitted or top-dose-only effect, or effect the other way, or a change in a side signal; inactive = no such curve, though single readings can be large or run the other way; the % refers to the signal ratio; note: potency is the fitted concentration of half-maximal effect; % is set by controls: 0 for no effect and ±100 for the full control effect
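TR-FRET between His-tagged MBNL1 and biotin-(CUG)12 RNA, detected with Tb anti-His antibody (0.055 ng/ul) and streptavidin-XL665 (5 nM), 60 min at room temperature. Compounds titrated 92 nM to 58 uM; 665/545 nm ratio normalized to buffer and complex controls.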
* hit, by the source's call; ? = inconclusive; . = not tested or not shown; & = joins results of further samples; [ ] = dose if it differs, or a comment. Unless noted, calls come from the whole dose curve; as a rule, active = well fitted curve in the direction sought with a large enough effect; inconclusive = small, poorly fitted or top-dose-only effect, or another doubt; inactive = no such curve, though single readings can be large; an effect the other way counts as inactive or inconclusive.

Structure	S-ASM inh	Mito fusion yeast	KCNH2 WT inh	PKM2 activator	TSHR antag	USP2a inh	BCR signal inh	Menin-MLL TR inh	GALK inh	MBNL1 CUG block	Eya2 phos inh
O=C(Cn1cncn1)N/N=C/c1ccc(Cl)cc1	2%	-3%	-7	2%	-1	4%	2%	5%	.	18%	-7%
CC1CCCN(c2nc(-c3cccnc3)nc3scc(-c4ccccc4)c23)C1 (configuration not stated)	2%	24%	51	8%	-32	5%	?	-5%	-2%	13%	-4%
Cc1[nH]nc2c1C(CC(C)C)C(C#N)=C(N)O2 (configuration not stated)	3%	-3%	8	-7%	11	-2%	8%	.	-3%	-2%	?
COc1ccc(N2C(N)=NC(N)=NC2(C)C)cc1	-1%	3%	-20	-9%	12	-4%	-9%	-1%	0%	-5%	18%
O=c1c2ccccc2[nH]c(=S)n1Cc1cccnc1	2%	0%	3	25µM*	14	0%	6%	-5%	6%	0%	1%
Cn1cc2ccc(N)cc2n1	7%	8%	-16	0%	-4	1%	?	4%	4%	12%	0%
CCCCC(=O)NNC(=O)N1c2ccccc2Sc2ccccc21	6%	3%	8	.	3	5%	?	-2%	3%	4%	-5%
CCNc1sc(C(=O)c2cccs2)c(N)c1-c1nc2ccccc2s1	-13%	18%	1	?	-14	?	?	?	-5%	21%	14%
COc1cccc(C(=O)N2CCN(C3CCN(Cc4ccccc4)CC3)CC2)c1	.	7%	.	-2%	-8	0%	-8%	1%	0%	1%	-10%
O=C(COC(=O)CCSc1ccccc1)NCc1ccccc1	6%	-8%	-8	-3%	6	2%	3%	-8%	4%	4%	0%
COc1ccc(Br)cc1/C=N/NC(=O)c1ccc(OC)c(OC)c1	-1%	2%	1	0%	-8	3%	-14%	8%	-1%	21%	0%
COc1ccc(OC)c(C(=O)/C=C/c2cccnc2)c1	2%	-12%	0	5%	29	2%	?	-6%	-3%	0%	6%
CC(=O)C1=C(C)NC(SCC(=O)c2ccc(F)cc2)=C(C#N)C1CC(C)C (configuration not stated)	1%	28%	22	-25%	-3	2%	?	-12%	.	-10%	5%
CC(C)=C1SC(N2CCN(c3ccc(C)c(Cl)c3)CC2)=NC1=O	-1%	1%	0	-5%	2	2%	6%	.	10%	1%	-3%
COC(=O)c1cc2n(n1)CCN(Cc1ccccc1F)C2=O	1%	2%	31	3%	46	4%	?	-11%	0%	-5%	6%
COc1cccc(NC(=O)CCN2CCN(C)CC2)c1	2%	1%	2	-2%	-2	-1%	?	21%	-5%	3%	1%
Cc1ccc(NC(=O)CCC(=O)c2cc(C)sc2C)nc1	9%	6%	-3	.	16	2%	-16%	.	.	.	9%
Cc1ccc2c(=O)oc(N(C)C)nc2c1	189%[activator]	3%	-10	7%	0	1%	?	1%	0%	-9%	5%
O=C(Nc1ccc(-c2nc3ccccc3[nH]2)cc1)c1c(F)c(F)c(F)c(F)c1F	0%	0%	9	1%	8	0%	?	14%	-3%	18%	-2%
CCCNC(=O)Cc1c(OC)ccc2cc(Br)ccc12	1%	-9%	-2	-10%	15	0%	0%	0%	3%	68%[activator]	2%
CCS(=O)(=O)c1ccc2oc(Nc3cc(Cl)ccc3OC)nc2c1	-28%	-2%	-4	15%	11	1%	?	26%	-1%	10%	4%
CCOC(=O)c1cc2c(=O)n3ccccc3nc2n(C(C)C)c1=NC(=O)c1c(-c2ccccc2Cl)noc1C	71%[activator]	4%	1	4%	4	2%	14%	2%	5%	-4%	-3%
CCCCCCN(C(=O)CCCCCN1C(=O)NC(c2ccc(-c3ccccc3)cc2)C(C(=O)OCc2ccccc2)=C1C)C(C(=O)NCCCC)c1ccc(O)cc1 (configuration not stated)	.	-1%	.	-2%&-9%	5	1%	2%	-3%&12%	.	9%	9%
O=C(c1cc2nc(-c3ccc(Cl)cc3)cc(C(F)(F)F)n2n1)N1CCOCC1	30%[activator]	-3%	1	-3%	-2	3%	20%	3%	4%	23%	-6%
Cc1ccc(NC2c3ncccc3C(=O)N2Cc2ccco2)c(C)c1 (configuration not stated)	-3%	-4%	-4	-1%	-19	9%	0%	-12%	-1%	0%	3%
O=C(O)C1=CC[C@@H](c2ccc(Cl)cc2)N(S(=O)(=O)c2ccc(Cl)cc2)[C@H]1c1ccc(F)cc1	-2%	-2%	.	.	-3	2%	9%	.	.	.	0%
CCOC(=O)C1CCN(C(=O)c2ccccc2NC(=O)c2ccc(Br)cc2)CC1	4%	7%	4	-4%	30	-2%	-2%	-6%	0%	.	0%
O=C(NC(O)C(=O)c1ccccc1)c1cccs1 (configuration not stated)	13%	1%	?	-5%	-1	-4%	?	-4%	4%	4%	-4%
Cc1ccc(C)c(OCc2n[nH]c(=S)o2)c1	13%	1%	-4	0%	-2	0%	?	.	-2%	-2%	-25%
O=S(=O)(c1ccc2ccccc2c1)N1CCN(S(=O)(=O)N2CCOCC2)CC1	3%	-3%	10	?	.	.	.	?	-2%	-6%	.
CN(Cc1ccccc1)C(=C(Cl)Cl)C(=C1NCCN1)[N+](=O)[O-]	7%	-1%	-3	0%	14	4%	7%	-1%	1%	-12%	3%
O=c1cc(CN2CCN(c3cccc(Cl)c3)CC2)c2cc(O)c(-c3ccccc3)cc2o1	0%	-8%	-6	1%	-8	-1%	3%	?	0%	-4%	-10%
O=C(NCc1ccc2c(c1)OCO2)c1ccc2c(c1)OCCO2	-2%	-29%	1	2%	-36	5%	?	2%	1%	3%	-8%
CC[n+]1c(C)cc(C)n1-c1ccccc1	6%	-5%	4	1%	-7	-2%	8%	1%	-1%	1%	-5%
COC(=O)c1ccccc1NC(=O)c1cnc2sccn2c1=O	1%	-6%	3	1%	.	0%	-4%	-2%	5%	-21%	-2%
O=C(CSc1nc2ncc(Cl)cc2[nH]1)c1c[nH]c2ccccc12	7%	0%	-2	29%	5	0%	?	.	.	95%[activator]	15%
CCCC(C(=O)n1nc(C)cc1C)C(NS(=O)(=O)c1ccc(C)cc1)c1ccccc1 (configuration not stated)	-3%	3%	-3	5%	2	-1%	10%	?	-2%	-3%	-20%
CN(C)c1ccc(S(=O)(=O)N2CCC(Cc3ccccc3)CC2)cn1	-1%	.	-4	.	.	5%	0%	.	.	.	9%
O=C(Nc1ccc2c(c1)OCCO2)c1cccc(Cl)c1Cl	0%	7%	-13	-6%	8	3%	?	18%	-8%	-8%	1%
Cc1cc(C(=O)CSc2nnc(-c3ccco3)o2)c(C)n1CC1COc2ccccc2O1 (configuration not stated)	-5%	2%	-1	-3%	1	-20%	5%	6%	0%	10%	-8%
Cc1n[nH]c(=O)c2c(NC(=O)CSc3c(Cl)cccc3Cl)oc(C)c12	.	4%	0	.	-3	3%	?	.	.	.	24%
COc1cccc(NC(=O)c2ccc3c(c2)OCO3)c1	4%	-5%	-10	-12%[11.5 µM]	-4	3%	?	11%	2%	0%	?
Cc1cc(OCC(=O)Nn2cnnc2)ccc1Br	2%	1%	-7	3%	-10	2%	2%	0%	8%	1%	6%
CCc1cc2c(=O)c(-c3ccc4c(c3)OCCO4)c(C)oc2cc1OS(C)(=O)=O	-7%	19%	-1	-1%	5	-3%	?	3%	0%	-9%	-2%
COc1ccc(N(Cc2cc3ccccc3[nH]c2=O)S(=O)(=O)c2ccccc2)cc1	-10%	5%	9	1%	1	-4%	?	.	-4%	-11%	-7%
N#CC1=C(N)SC(N)=C(C#N)C1c1ccnc2ccccc12	7%	2%	10	2%	-15	2%	-1%	-9%	2%	?	24%
Cn1c(=O)n(Cc2ccco2)c(=N)c2c3c(sc21)CCCC3	4%	-1%	.	3%	2	0%	8%	-17%	1%	4%	-17%

A portion of the library (hit frequency here may not be typical).
